From PubChem
NSD2 block: blocks human NSD2 histone methyltransferase activity | O96028 | NSD2-SET H3K36me1 DELFIA fluorescence, biochemical | inhibition, % at 12.5 µM | actives 0.07% (n = 44,000) | AID 624260; in the data active = inhibition above about 54%, passing the limit was not always enough;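 note: inhibitors reduce the monomethyl H3K36 fluorescence signal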
Target sequence (O96028 whole entry, looked up): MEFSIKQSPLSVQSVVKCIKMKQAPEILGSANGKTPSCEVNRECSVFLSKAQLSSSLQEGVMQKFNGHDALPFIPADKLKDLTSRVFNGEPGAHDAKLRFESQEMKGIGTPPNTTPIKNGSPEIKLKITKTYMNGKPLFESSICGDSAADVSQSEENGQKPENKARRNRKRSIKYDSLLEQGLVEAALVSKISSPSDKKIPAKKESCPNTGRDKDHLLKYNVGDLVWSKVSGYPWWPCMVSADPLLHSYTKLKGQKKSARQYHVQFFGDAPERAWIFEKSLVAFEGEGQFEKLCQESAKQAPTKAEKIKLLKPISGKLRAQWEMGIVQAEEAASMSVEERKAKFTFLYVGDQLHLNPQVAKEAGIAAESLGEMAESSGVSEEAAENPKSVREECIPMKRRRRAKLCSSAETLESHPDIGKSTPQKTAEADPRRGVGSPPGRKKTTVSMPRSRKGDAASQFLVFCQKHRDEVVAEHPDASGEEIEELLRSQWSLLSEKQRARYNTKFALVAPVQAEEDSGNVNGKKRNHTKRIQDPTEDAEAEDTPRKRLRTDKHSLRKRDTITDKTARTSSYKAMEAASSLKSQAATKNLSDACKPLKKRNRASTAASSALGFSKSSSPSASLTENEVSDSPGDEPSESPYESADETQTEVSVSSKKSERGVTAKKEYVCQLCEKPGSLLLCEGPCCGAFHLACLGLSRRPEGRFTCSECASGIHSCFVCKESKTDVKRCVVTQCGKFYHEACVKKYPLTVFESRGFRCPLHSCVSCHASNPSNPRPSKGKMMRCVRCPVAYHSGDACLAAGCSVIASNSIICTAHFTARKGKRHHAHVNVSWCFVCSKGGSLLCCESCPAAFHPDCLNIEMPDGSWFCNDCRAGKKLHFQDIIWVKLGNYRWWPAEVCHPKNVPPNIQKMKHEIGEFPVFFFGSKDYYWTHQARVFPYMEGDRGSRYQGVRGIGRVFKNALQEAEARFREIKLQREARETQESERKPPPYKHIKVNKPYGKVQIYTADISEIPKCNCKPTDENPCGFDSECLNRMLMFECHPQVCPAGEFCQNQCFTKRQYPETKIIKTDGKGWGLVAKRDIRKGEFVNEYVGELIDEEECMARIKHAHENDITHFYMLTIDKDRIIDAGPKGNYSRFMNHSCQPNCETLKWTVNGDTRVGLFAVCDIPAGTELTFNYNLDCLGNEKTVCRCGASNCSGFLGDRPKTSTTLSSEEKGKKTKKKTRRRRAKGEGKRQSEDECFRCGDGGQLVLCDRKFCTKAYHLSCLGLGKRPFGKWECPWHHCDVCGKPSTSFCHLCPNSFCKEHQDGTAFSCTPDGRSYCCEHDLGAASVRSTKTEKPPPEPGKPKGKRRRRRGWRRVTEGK
The depositor's hits bear a star.

> CN(CC(=O)O)c1ncc(-c2nnnn2-c2ccccc2)c(-c2ccccc2Cl)n1
  NSD2 block: 3
> C[C@@H]1CCCCO[C@H](CN(C)C(=O)Nc2ccccc2)[C@H](C)CN([C@@H](C)CO)C(=O)c2cc(NS(=O)(=O)c3cn(C)cn3)ccc2O1
  NSD2 block: -3
> CC(C)C#Cc1cnc2c(c1)C(=O)N([C@@H](C)CO)C[C@H](C)[C@@H](CN(C)C(=O)c1ccc3c(c1)OCO3)O2
  NSD2 block: -8
> C[C@H]1CCCCO[C@H](CN(C)C(=O)Nc2ccc3c(c2)OCO3)[C@@H](C)CN([C@@H](C)CO)C(=O)c2cc(NS(=O)(=O)c3ccc(Cl)cc3)ccc2O1
  NSD2 block: -2
> COc1ccc(NC(=O)N(C)C[C@@H]2Oc3ccc(NC(=O)Cc4cn(C)c5ccccc45)cc3C(=O)N([C@H](C)CO)C[C@@H]2C)cc1
  NSD2 block: 1
> CC(C)NC(=O)Nc1ccc2c(c1)C(=O)N([C@@H](C)CO)C[C@H](C)[C@@H](CN(C)C(=O)Nc1ccccc1)O2
  NSD2 block: -1
> O=C(O)CCc1c(C(=O)O)[nH]c2cc(Cl)cc(Cl)c12
  NSD2 block: 9
> C[C@H](CO)N1C[C@H](C)[C@@H](CN(C)C)Oc2ccc(NC(=O)Nc3cccc4ccccc34)cc2C1=O
  NSD2 block: 6
> C[C@@H]1CCCCO[C@@H](CN(C)C(=O)Nc2ccc3c(c2)OCO3)[C@@H](C)CN([C@H](C)CO)C(=O)c2cc(NC(=O)Nc3ccc4c(c3)OCO4)ccc2O1
  NSD2 block: -6
> O=C(C[C@@H]1C[C@@H]2c3cc(NC(=O)C4CCC4)ccc3O[C@@H]2[C@@H](CO)O1)NCc1cc(F)ccc1F
  NSD2 block: -3
> C[C@H]1CN([C@@H](C)CO)C(=O)c2cc(-c3cccc(F)c3)cnc2O[C@@H]1CN(C)Cc1cccc(F)c1
  NSD2 block: 7
> C=C1CCCC(C)(C(=O)OC)C1CC/C(C)=C/CCC1=CC(=O)OC1 (stereo unspecified)
  NSD2 block: 0
> COc1ccccc1-c1cnc2c(c1)C(=O)N([C@@H](C)CO)C[C@H](C)[C@H](CN(C)C)O2
  NSD2 block: 2
> CN1CCN(C(=O)C[C@H]2C[C@H]3c4cc(NC(=O)Nc5ccccc5)ccc4O[C@H]3[C@@H](CO)O2)CC1
  NSD2 block: 3
> C[C@H]1CN([C@@H](C)CO)C(=O)c2cc(N(C)C)ccc2O[C@@H]1CN(C)C(=O)Nc1cccc2ccccc12
  NSD2 block: 3
> Cc1oc2nc(SCC(=O)N3CCCCC3)nc(N)c2c1C
  NSD2 block: -6
> C[C@@H]1CN([C@@H](C)CO)C(=O)c2cc(NS(=O)(=O)c3ccccc3)ccc2O[C@@H]1CN(C)CC1CCCCC1
  NSD2 block: -5
> CC(=O)N(C)C[C@@H]1Oc2ncc(-c3ccccc3C)cc2C(=O)N([C@H](C)CO)C[C@@H]1C
  NSD2 block: -7
> C[C@@H]1CN([C@@H](C)CO)C(=O)Cc2cc(NC(=O)Nc3ccc(F)cc3)ccc2O[C@H]1CN(C)Cc1ccc(-c2ccccc2)cc1
  NSD2 block: -37
> O=C(N/N=C/c1ccc(O)cc1)c1ccccc1O
  NSD2 block: -5
> CN(C(=O)CSc1ccc(C(F)(F)F)cn1)c1c2c(nn1C)CCCC2
  NSD2 block: 0
> CCCN(C)C[C@@H]1Oc2cc(C#CC3CC3)ccc2S(=O)(=O)N([C@@H](C)CO)C[C@@H]1C
  NSD2 block: 1
> C[C@@H]1CN([C@H](C)CO)C(=O)c2cccc(NC(=O)Nc3ccccc3)c2O[C@H]1CN(C)C
  NSD2 block: -1
> O=C(C[C@H]1CC[C@H](NC(=O)CN2CCOCC2)[C@@H](CO)O1)NCCc1ccncc1
  NSD2 block: -5
> Cc1ccc(S(=O)(=O)N(C)C[C@@H]2Oc3ccc(NC(=O)CCN4CCOCC4)cc3C(=O)N([C@H](C)CO)C[C@@H]2C)cc1
  NSD2 block: 6

Ordered by molecular weight (low to high): 3 of the compounds above
> COc1ccccc1-c1cnc2c(c1)C(=O)N([C@@H](C)CO)C[C@H](C)[C@H](CN(C)C)O2
  NSD2 block: 2
> C[C@@H]1CN([C@@H](C)CO)C(=O)Cc2cc(NC(=O)Nc3ccc(F)cc3)ccc2O[C@H]1CN(C)Cc1ccc(-c2ccccc2)cc1
  NSD2 block: -37
> C[C@@H]1CCCCO[C@H](CN(C)C(=O)Nc2ccccc2)[C@H](C)CN([C@@H](C)CO)C(=O)c2cc(NS(=O)(=O)c3cn(C)cn3)ccc2O1
  NSD2 block: -3

Next structures:
> Cc1noc(C)c1NC(=O)Nc1ccc2c(c1)CC(=O)N([C@@H](C)CO)C[C@@H](C)[C@@H](CN(C)C(=O)Nc1cccc3ccccc13)O2
  NSD2 block: 2
> O=C(O)/C=C/c1ccc(Cn2ccnc2)cc1
  NSD2 block: 0
> COc1ccc(S(=O)(=O)Nc2ccc3c(c2)C(=O)N([C@H](C)CO)C[C@H](C)[C@@H](CN(C)Cc2ccccc2)OCCCC[C@@H](C)O3)cc1
  NSD2 block: -2
> C[C@@H]1CCCCO[C@@H](CN(C)C(=O)Nc2ccccc2)[C@@H](C)CN([C@H](C)CO)C(=O)c2cc(NC(=O)CCC(F)(F)F)ccc2O1
  NSD2 block: 43
> C[C@@H]1CN([C@@H](C)CO)C(=O)CCCn2nncc2CO[C@@H]1CN(C)C(=O)Nc1ccccc1C(F)(F)F
  NSD2 block: 2
> COc1ccc(NC(=O)Nc2cccc3c2O[C@@H](CN(C)C(=O)Nc2c(C)noc2C)[C@H](C)CN([C@@H](C)CO)C3=O)cc1
  NSD2 block: 5
> C[C@@H]1CN([C@@H](C)CO)S(=O)(=O)c2ccc(/C=C/c3ccccc3)cc2O[C@@H]1CN(C)CC1CC1
  NSD2 block: 14
> C[C@H](CO)N1C[C@H](C)[C@H](CN(C)C)Oc2ccc(NS(=O)(=O)c3ccc(F)cc3)cc2C1=O
  NSD2 block: 3
> Cc1noc(C)c1S(=O)(=O)Nc1ccc2c(c1)C(=O)N([C@H](C)CO)C[C@@H](C)[C@H](CN(C)S(=O)(=O)c1ccccc1)O2
  NSD2 block: 7
> CCC(=O)N(C)C[C@H]1Oc2cc(-c3cccc(OC)c3)ccc2S(=O)(=O)N([C@@H](C)CO)C[C@@H]1C
  NSD2 block: 1
> Cc1noc(C)c1NC(=O)N(C)C[C@H]1Oc2c(NC(=O)Nc3ccc(C(F)(F)F)cc3)cccc2C(=O)N([C@@H](C)CO)C[C@H]1C
  NSD2 block: -5
> NC(=O)C1=C[C@@H](c2csc3ccccc23)C[C@@H](OCCCCO)O1
  NSD2 block: -1
> C[C@@H]1CN([C@H](C)CO)C(=O)Cc2cc(NS(=O)(=O)c3ccccc3)ccc2O[C@@H]1CN(C)S(=O)(=O)c1ccccc1
  NSD2 block: 0
> COc1ccc(NC(=O)N(C)C[C@H]2Oc3ccc(NC(=O)CCCCCC(=O)Nc4ccccc4N)cc3CC(=O)N([C@@H](C)CO)C[C@H]2C)cc1
  NSD2 block: 4
> C[C@@H]1CN([C@@H](C)CO)C(=O)c2cc(NC(=O)CCC(F)(F)F)ccc2O[C@H]1CN(C)S(C)(=O)=O
  NSD2 block: 0
> C[C@@H]1CN([C@H](C)CO)C(=O)c2cccc(NS(=O)(=O)c3ccc(Cl)cc3)c2O[C@@H]1CN(C)Cc1ccc(C(=O)Nc2ccccc2N)cc1
  NSD2 block: -10
> CN(C)C(=O)C[C@@H]1CC[C@H](NC(=O)C2CC2)[C@H](CO)O1
  NSD2 block: 4
> C[C@@H]1CN([C@@H](C)CO)C(=O)Cc2cc(NC(=O)Nc3ccccc3)ccc2O[C@H]1CN(C)C(=O)NC1CCCCC1
  NSD2 block: 0
> C[C@@H]1CN([C@H](C)CO)C(=O)c2cc(NS(=O)(=O)c3cccs3)ccc2O[C@@H](C)CCCCO[C@@H]1CN(C)Cc1ccc(Cl)c(Cl)c1
  NSD2 block: -5
> COc1ccc(S(=O)(=O)Nc2cccc3c2O[C@@H](CN(C)CC2CCCCC2)[C@@H](C)CN([C@H](C)CO)C3=O)cc1
  NSD2 block: 1
> C[C@@H]1CN([C@@H](C)CO)C(=O)Cc2cc(N(C)C)ccc2O[C@@H]1CN(C)Cc1ccc(C(F)(F)F)cc1
  NSD2 block: 0
> COCC(=O)N(C)C[C@@H]1Oc2ncc(C#Cc3ccncc3)cc2C(=O)N([C@@H](C)CO)C[C@@H]1C
  NSD2 block: 2
> C[C@@H]1CN([C@@H](C)CO)C(=O)c2cccc(NC(=O)CCCCCC(=O)Nc3ccccc3N)c2O[C@@H]1CN(C)C(=O)Nc1cccc2ccccc12
  NSD2 block: 8
> COCC(=O)N(C)C[C@H]1Oc2ncc(-c3ccc(C#N)cc3)cc2C(=O)N([C@@H](C)CO)C[C@@H]1C
  NSD2 block: -9
> Cc1noc(C)c1S(=O)(=O)Nc1ccc2c(c1)CC(=O)N([C@H](C)CO)C[C@H](C)[C@H](CN(C)Cc1ccncc1)O2
  NSD2 block: 6

> COc1ccc(S(=O)(=O)N(C)C[C@@H]2Oc3ccc(NS(=O)(=O)c4ccc(F)cc4)cc3C(=O)N([C@H](C)CO)C[C@@H]2C)cc1
  NSD2 block: 24
> C[C@@H]1CN([C@H](C)CO)C(=O)Cc2cc(NC(=O)C3CC3)ccc2O[C@H]1CN(C)Cc1ccc(Cl)c(Cl)c1
  NSD2 block: 1
> COc1ccc(NC(=O)N(C)C[C@@H]2OCc3cn(nn3)CCCC(=O)N([C@@H](C)CO)C[C@@H]2C)c(OC)c1
  NSD2 block: -1
> Cc1noc(C)c1S(=O)(=O)Nc1ccc2c(c1)C(=O)N([C@H](C)CO)C[C@@H](C)[C@@H](CN(C)CC1CCCCC1)O2
  NSD2 block: -7
> COc1ccccc1C#Cc1ccc2c(c1)O[C@@H](CN(C)Cc1ccccc1)[C@H](C)CN([C@H](C)CO)S2(=O)=O
  NSD2 block: -4
> CCCN(C)C[C@@H]1Oc2cc(C#CCC3CCCC3)ccc2S(=O)(=O)N([C@@H](C)CO)C[C@H]1C
  NSD2 block: 8
> COc1ccc(S(=O)(=O)N(C)C[C@H]2Oc3ccc(NC(=O)Cc4ccccc4)cc3C(=O)N([C@H](C)CO)C[C@@H]2C)cc1
  NSD2 block: 3
> C[C@@H]1CN([C@@H](C)CO)C(=O)Cc2cc(NS(=O)(=O)c3cn(C)cn3)ccc2O[C@H]1CN(C)Cc1ccncc1
  NSD2 block: 3
> CC(C)NC(=O)N(C)C[C@@H]1OCCCC[C@@H](C)Oc2ccc(N(C)C)cc2C(=O)N([C@@H](C)CO)C[C@@H]1C
  NSD2 block: -2
> Cc1noc(C)c1S(=O)(=O)Nc1ccc2c(c1)C(=O)N([C@H](C)CO)C[C@@H](C)[C@H](CN(C)C(=O)Nc1ccc(C(F)(F)F)cc1)OCCCC[C@@H](C)O2
  NSD2 block: -5
> CC(C)NC(=O)N(C)C[C@H]1OCCCC[C@H](C)Oc2ccc(NC(=O)Cc3ccccc3)cc2C(=O)N([C@@H](C)CO)C[C@@H]1C
  NSD2 block: -6
> O=C(CC1C(=O)N(c2ccc(F)cc2)C(=O)N1Cc1ccccn1)Nc1ccccc1 (stereo unspecified)
  NSD2 block: -5
> C[C@H](CO)N1C[C@H](C)[C@@H](CN(C)Cc2ccccn2)Oc2ncc(C3=CCCCC3)cc2C1=O
  NSD2 block: 2
> C[C@@H]1CN([C@H](C)CO)C(=O)c2cc(C3=CCCC3)cnc2O[C@@H]1CN(C)C(=O)C1CCCCC1
  NSD2 block: 9
> CC(C)NC(=O)Nc1ccc2c(c1)C(=O)N([C@@H](C)CO)C[C@@H](C)[C@@H](CN(C)S(=O)(=O)c1cn(C)cn1)OCCCC[C@@H](C)O2
  NSD2 block: 0
> C[C@@H]1CCCCO[C@H](CN(C)S(=O)(=O)c2ccccc2)[C@@H](C)CN([C@H](C)CO)C(=O)c2cc(NS(=O)(=O)c3cccs3)ccc2O1
  NSD2 block: 4
> C[C@H]1CN([C@@H](C)CO)C(=O)c2cc(/C=C/c3ccccc3)cnc2O[C@@H]1CN(C)S(=O)(=O)c1ccccc1F
  NSD2 block: -12
> CCCCCCCCCCCCCC(=O)N[C@@H](C)[C@H](O)c1ccccc1
  NSD2 block: -5
> Cc1ccc(S(=O)(=O)Nc2ccc3c(c2)C(=O)N([C@@H](C)CO)C[C@H](C)[C@H](CN(C)C)O3)cc1
  NSD2 block: 15
> C[C@@H]1CCCCO[C@H](CN(C)S(=O)(=O)c2ccc(F)cc2)[C@@H](C)CN([C@@H](C)CO)C(=O)c2cc(NS(=O)(=O)c3ccc(F)cc3)ccc2O1
  NSD2 block: -1
> CCCNC(=O)C[C@@H]1C[C@@H]2c3cc(NC(=O)COC)ccc3O[C@@H]2[C@@H](CO)O1
  NSD2 block: 4
> O=C(O)C[C@H]1C[C@@H]2c3cc(NS(=O)(=O)c4ccc(F)cc4)ccc3O[C@@H]2[C@@H](CO)O1
  NSD2 block: 5
> C[C@@H]1CCCCO[C@H](CN(C)C(=O)c2ccccc2)[C@@H](C)CN([C@H](C)CO)C(=O)c2cc(NS(=O)(=O)c3ccc(Cl)cc3)ccc2O1
  NSD2 block: -3
> C=CCC/C=N/NC(=O)CCCCCCC(=O)Nc1ccccc1O
  NSD2 block: -4
> C[C@@H]1CN([C@@H](C)CO)C(=O)c2cc(N(C)C)ccc2O[C@@H](C)CCCCO[C@@H]1CN(C)C
  NSD2 block: -3

> C[C@H]1CN([C@@H](C)CO)C(=O)Cc2cc(NC(=O)Cn3cnnn3)ccc2O[C@@H]1CN(C)Cc1ccc(-c2ccccc2)cc1
  NSD2 block: 0
> Cc1noc(C)c1S(=O)(=O)Nc1ccc2c(c1)C(=O)N([C@H](C)CO)C[C@@H](C)[C@@H](CN(C)S(=O)(=O)c1cccs1)O2
  NSD2 block: 29
> C[C@H](CO)N1C[C@H](C)[C@H](CN(C)S(=O)(=O)c2cccs2)Oc2ncc(C#Cc3ccc(F)cc3)cc2C1=O
  NSD2 block: 0
> COc1ccc(CN(C)C[C@@H]2Oc3c(NC(=O)C4CCCCC4)cccc3C(=O)N([C@@H](C)CO)C[C@H]2C)cc1
  NSD2 block: 4
> COc1ccc(C2COc3cc(O)ccc3C2)c(O)c1 (stereo unspecified)
  NSD2 block: 4
> O=C(O)CCCCCCC(=O)N/N=C/c1cc(Br)cc(Br)c1O
  NSD2 block: 6
> C[C@@H]1CN([C@H](C)CO)C(=O)c2cccc(NC(=O)c3nc4ccccc4s3)c2O[C@@H]1CN(C)Cc1ccc(Oc2ccccc2)cc1
  NSD2 block: -28

An excerpt. The share of hits here may be higher or lower than overall.
